hERG protect – hERG rescue from dofetilide block, primary screen, cell-based, CHO-hERG, FluxOR thallium flux, dofetilide IC70; 310,000 tested, 0.51% active; dofetilide IC70 present; activation (rescue from dofetilide block), less the hit threshold, % at 10 µM; Voltage-gated inwardly rectifying potassium channel KCNH2 (Homo sapiens), Q12809;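 active means activation above the mean of controls blocked by dofetilide plus 5 SD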;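 further: thallium influx through hERG after potassium depolarization seen as dye fluorescence rise; in these data hits start at about 4.7%; inactives centre near -7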
Target sequence (Q12809 whole entry, looked up): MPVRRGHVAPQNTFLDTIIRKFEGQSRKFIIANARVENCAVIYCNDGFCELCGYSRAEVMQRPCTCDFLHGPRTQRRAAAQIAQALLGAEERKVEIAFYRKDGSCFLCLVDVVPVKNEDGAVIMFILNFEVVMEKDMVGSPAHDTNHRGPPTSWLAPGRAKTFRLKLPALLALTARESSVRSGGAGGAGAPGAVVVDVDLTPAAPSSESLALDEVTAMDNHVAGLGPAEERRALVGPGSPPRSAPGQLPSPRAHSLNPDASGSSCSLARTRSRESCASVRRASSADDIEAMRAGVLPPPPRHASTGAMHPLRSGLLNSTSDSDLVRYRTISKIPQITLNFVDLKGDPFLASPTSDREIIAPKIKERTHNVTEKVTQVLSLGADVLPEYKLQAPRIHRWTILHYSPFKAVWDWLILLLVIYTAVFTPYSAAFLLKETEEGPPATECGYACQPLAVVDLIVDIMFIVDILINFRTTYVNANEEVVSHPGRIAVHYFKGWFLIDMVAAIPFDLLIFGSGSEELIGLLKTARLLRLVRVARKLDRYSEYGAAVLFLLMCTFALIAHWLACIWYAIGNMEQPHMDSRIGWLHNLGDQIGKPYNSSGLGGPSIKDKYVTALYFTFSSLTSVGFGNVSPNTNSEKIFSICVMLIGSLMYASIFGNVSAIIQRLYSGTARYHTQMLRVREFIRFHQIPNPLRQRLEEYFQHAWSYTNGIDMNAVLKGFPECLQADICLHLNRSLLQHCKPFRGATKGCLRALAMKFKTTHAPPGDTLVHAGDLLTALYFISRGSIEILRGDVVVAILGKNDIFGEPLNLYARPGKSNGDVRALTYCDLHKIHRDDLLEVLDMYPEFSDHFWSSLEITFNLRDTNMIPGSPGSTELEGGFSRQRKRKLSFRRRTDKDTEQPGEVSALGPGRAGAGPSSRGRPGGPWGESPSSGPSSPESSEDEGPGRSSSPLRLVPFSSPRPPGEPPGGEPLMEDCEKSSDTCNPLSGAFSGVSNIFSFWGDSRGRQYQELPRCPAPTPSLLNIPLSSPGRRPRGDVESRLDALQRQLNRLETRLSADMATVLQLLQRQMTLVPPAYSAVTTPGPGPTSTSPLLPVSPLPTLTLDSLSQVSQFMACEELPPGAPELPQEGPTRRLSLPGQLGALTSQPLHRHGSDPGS
Platelet DG rel – inhibitors of platelet dense granule secretion, primary screen, cell-based, MLPCN, human platelets; human platelet-rich plasma, SFLLRN dense granule ATP release, luminescence; inhibition, %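 (compounds screened at 7.5 µM in platelet-rich plasma)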; 300,000 tested, 0.22% active;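 active means mean replicate score, as percent of positive control, at or above 50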
TRPC4 inh – inhibitors of mouse TRPC4 channel, primary screen, Fluo4 calcium, HEK293 TRPC4beta/mu-opioid cells; B-score at 10 µM; DAMGO-evoked Fluo4 calcium flux; hits give low values; Short transient receptor potential channel 4 (Mus musculus), Q9QUQ5; 300,000 tested, 0.39% active;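 active means B-score over 3 SD under the library average, no early fluorescence shift, positive overall ratio signal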
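Assay system: HEK293 cells with stable TRPC4beta plus mu-opioid receptor expression; Probe or stimulus: DAMGO in two steps, submaximal then maximal; Dosing: single-point compound dosing; Measured by: Fluo4 calcium-dye fluorescence, kinetic read; Read-out basis: B score from integrated Fluo4 fluorescence ratio.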
KCNQ1 block – inhibitors of human KCNQ1 channel, primary screen, cell-based, thallium flux, high-throughput; CHO-K1 KCNQ1, FluxOR thallium flux fluorescence; hits give high values; B-score at 10 µM; 310,000 tested, 1.3% active;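 active means compounds whose thallium flux B-score, printed positive for inhibition, exceeds three library SD while starting fluorescence stays within three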;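 further: channel opened by potassium depolarization with thallium stimulus after 20 min compound exposure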
KCNQ1 pot – potentiators or activators of KCNQ1 channel, primary screen, cell-based, thallium flux, high-throughput; Potassium voltage-gated channel subfamily KQT member 1 (Homo sapiens), P51787; CHO-K1 KCNQ1, thallium flux FluxOR fluorescence; hits give high values; B-score at 10 µM; 310,000 tested, 0.35% active; AID 2648, 2010;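 active means fluorescence ratio B-score, a plate-corrected score, at least three library SD, with initial intensity B-score within 5 SD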
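Assay system: stable KCNQ1 CHO-K1 line; medium: assay buffer, equal DMSO in all wells; timing: 90 min dye loading and 20 min compound exposure, both at room temperature; technique: kinetic FluxOR thallium fluorescence, 10-s 1-Hz baseline, 110-s post-stimulus read; read-out basis: B score of baseline-normalized fluorescence ratio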
Dyrk1A ADPGlo – rat Dyrk1A kinase inhibitors, primary screen, biochemical, single point, plate reader | ADP-Glo luminescence, NFATc1 peptide | inhibition, % at 12.5 µM | 310,000 tested, 0.43% active; in the data active means inhibition above about 50%;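 further: plate controls were vehicle with enzyme for no effect and no enzyme for full effect; many of its hits are not listed in these tables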
PolyA inh – polyadenylation inhibitors in yeast reporter cells, primary screen, luminescence, S. cerevisiae; calls only at 12 µM; S. cerevisiae SKY197-pL101 polyadenylation reporter, beta-gal luminescence; efflux-impaired pdr1/pdr3 knockout yeast; score 100 = 6 SD above DMSO; 300,000 tested, 0.02% active;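 active means lowest replicate activity score at least 50, where 100 means six control SD above control mean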;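 further: yeast exposed to compound for 9 h at 30 °C; higher score means more reporter readthrough which indicates perturbed polyadenylation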
KCNK9 block – KCNK9 potassium channel inhibitors, primary screen, HEK293 cells, thallium flux; AID 488922, 2010; 310,000 tested, 1.2% active; Potassium channel subfamily K member 9 (Homo sapiens), Q9NPC2; B-score at 10 µM; FluxOR thallium flux fluorescence; hits give low values;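 active means ratio B-score over 3 SD below the library mean, with starting fluorescence within 5 SD of its mean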;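 further: negative B-score means less thallium flux so channel inhibition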
TRPC4 potent – positive allosteric modulators of TRPC4, primary screen, cell-based, mouse TRPC4beta, HEK293 mu-opioid, Fluo-4 calcium. Short transient receptor potential channel 4 (Mus musculus), Q9QUQ5. DAMGO EC20, Fluo-4 Ca2+ flux; hits give high values. B-score at 10 µM. 310,000 tested, 0.42% active;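 active means B-score of calcium response area above 5 SD of library B-scores, with initial fluorescence ratio within 5 SD of library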;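 further: B-score of integrated fluorescence ratio over time as area under calcium response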
TRPC4 act – activators of mouse TRPC4 channel, primary screen, Fluo4 calcium, HEK293 TRPC4beta/mu-opioid cells | Short transient receptor potential channel 4 (Mus musculus), Q9QUQ5 | Fluo4 calcium fluorescence; hits give high values | B-score at 10 µM | 310,000 tested, 0.49% active;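 active means B-score above 5 SD of library B-scores, and initial fluorescence ratio not above library mean plus 5 SD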;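 further: positive B-score marks a calcium rise read as TRPC4 activation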
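Material: HEK293 stable line with TRPC4beta plus mu-opioid receptor; technique: Fluo4 calcium-sensitive dye fluorescence, kinetic, 1 Hz baseline; timing: Fluo4 dye loading 45 min at room temperature, 110 s recording; controls: assay buffer as low control, maximal DAMGO as high control; read-out: integrated baseline-normalised fluorescence ratio, converted to per-well B score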
KCNK3 inh – human KCNK3 channel inhibitors, primary screen, CHO cells, FluxOR thallium flux, B-score; Potassium channel subfamily K member 3 (Homo sapiens), O14649; 340,000 tested, 0.84% active; FluxOR fluorescence; hits give low values; B-score at 10 µM;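 active means B-score under library mean minus 4 SD, starting fluorescence ratio at most library mean plus 5 SD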;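 further: more negative B-score means stronger inhibition of thallium flux through KCNK3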
Numbers without * were called inactive.

What do the screens show for `CCCCCOC(=O)c1ccccc1C(=O)O`?
hERG protect: -12; Platelet DG rel: 1; TRPC4 inh: inactive; KCNQ1 block: inactive; KCNQ1 pot: inactive; Dyrk1A ADPGlo: 0; PolyA inh: inactive; KCNK9 block: inactive; TRPC4 potent: inactive; TRPC4 act: inactive; KCNK3 inh: inactive

Results for CSc1ccc(C(=O)N2CCC(CCC(=O)NC3CC3)CC2)cc1 ?
hERG protect: -4; Platelet DG rel: -3; TRPC4 inh: inactive; KCNQ1 block: inactive; KCNQ1 pot: inactive; Dyrk1A ADPGlo: -7; PolyA inh: inactive; KCNK9 block: inactive; TRPC4 potent: inactive; TRPC4 act: inactive; KCNK3 inh: inactive

Results for COc1ccc(C)cc1NC(=O)C(OC(=O)CNC(=O)c1cc(C)cc(C)c1)c1ccccc1 (stereo not given) ?
hERG protect: -5; Platelet DG rel: 7; TRPC4 inh: inactive; KCNQ1 block: inactive; KCNQ1 pot: inactive; Dyrk1A ADPGlo: -4; PolyA inh: inactive; KCNK9 block: -8*; TRPC4 potent: inactive; TRPC4 act: inactive; KCNK3 inh: inactive

What do the screens show for `Cc1cc(C(=O)Cn2nc(C(=O)O)c3ccccc3c2=O)c(C)n1C1CC1`?
hERG protect: -2; Platelet DG rel: -2; TRPC4 inh: inactive; KCNQ1 block: inactive; KCNQ1 pot: inactive; PolyA inh: inactive; KCNK9 block: inactive; TRPC4 potent: inactive; TRPC4 act: inactive; KCNK3 inh: inactive

Results for Fc1ccc(CSc2nncn2NC/C=C/c2ccccc2)cc1 ?
hERG protect: -16; Platelet DG rel: -15; TRPC4 inh: inactive; KCNQ1 block: inactive; KCNQ1 pot: inactive; Dyrk1A ADPGlo: 0; PolyA inh: inactive; KCNK9 block: inactive; TRPC4 potent: inactive; TRPC4 act: inactive; KCNK3 inh: inactive

What do the screens show for `COc1ccc(C(O)P(=O)(OCC(C)C)c2ccc(N(C)C)cc2)c(OC)c1` (stereo not given)?
hERG protect: -5; Platelet DG rel: 2; TRPC4 inh: inactive; KCNQ1 block: inactive; KCNQ1 pot: inactive; Dyrk1A ADPGlo: 1; PolyA inh: inactive; KCNK9 block: inactive; TRPC4 potent: inactive; TRPC4 act: inactive; KCNK3 inh: inactive

Results for COc1cccc(OCCn2cc(C=O)c3ccccc32)c1 ?
hERG protect: -11; Platelet DG rel: -21; TRPC4 inh: inactive; KCNQ1 block: inactive; KCNQ1 pot: inactive; Dyrk1A ADPGlo: 38; PolyA inh: inactive; KCNK9 block: inactive; TRPC4 potent: inactive; TRPC4 act: inactive; KCNK3 inh: inactive

Results for Cn1cccc1CNC(=S)Nc1ccccc1Cl ?
hERG protect: -15; Platelet DG rel: -1; TRPC4 inh: inactive; KCNQ1 block: inactive; KCNQ1 pot: inactive; Dyrk1A ADPGlo: -5; PolyA inh: inactive; KCNK9 block: inactive; TRPC4 potent: inactive; TRPC4 act: inactive; KCNK3 inh: inactive

How did Cc1ccccc1OCCC(=O)OCC(=O)NC1CCCCC1 do in these assays?
hERG protect: -8; Platelet DG rel: 1; TRPC4 inh: inactive; KCNQ1 block: inactive; KCNQ1 pot: inactive; Dyrk1A ADPGlo: -5; PolyA inh: inactive; KCNK9 block: inactive; TRPC4 potent: inactive; TRPC4 act: inactive; KCNK3 inh: inactive

How did O=C(Nc1ccc([N+](=O)[O-])c(NC(=O)c2cccnc2)c1)c1cccnc1 do in these assays?
hERG protect: -10; Platelet DG rel: 10; TRPC4 inh: inactive; KCNQ1 block: inactive; KCNQ1 pot: inactive; Dyrk1A ADPGlo: 2; PolyA inh: inactive; KCNK9 block: inactive; TRPC4 potent: inactive; TRPC4 act: inactive; KCNK3 inh: inactive

2 entries picked at random from those above:
Results for COc1cccc(OCCn2cc(C=O)c3ccccc32)c1 ?
hERG protect: -11; Platelet DG rel: -21; TRPC4 inh: inactive; KCNQ1 block: inactive; KCNQ1 pot: inactive; Dyrk1A ADPGlo: 38; PolyA inh: inactive; KCNK9 block: inactive; TRPC4 potent: inactive; TRPC4 act: inactive; KCNK3 inh: inactive

Results for Fc1ccc(CSc2nncn2NC/C=C/c2ccccc2)cc1 ?
hERG protect: -16; Platelet DG rel: -15; TRPC4 inh: inactive; KCNQ1 block: inactive; KCNQ1 pot: inactive; Dyrk1A ADPGlo: 0; PolyA inh: inactive; KCNK9 block: inactive; TRPC4 potent: inactive; TRPC4 act: inactive; KCNK3 inh: inactive

(more compounds)
How did Cc1ccc(S(=O)(=O)Nc2ccc3c(c2)CCC3)cc1C do in these assays?
hERG protect: -10; Platelet DG rel: -38; TRPC4 inh: inactive; KCNQ1 block: inactive; KCNQ1 pot: inactive; Dyrk1A ADPGlo: -3; PolyA inh: inactive; KCNK9 block: inactive; TRPC4 potent: inactive; TRPC4 act: inactive; KCNK3 inh: inactive

What do the screens show for `O=[N+]([O-])c1cc(Cl)cc(/C=N/NC(=S)Nc2ccc(S(=O)(=O)N3CCOCC3)cc2)c1O`?
hERG protect: -1; Platelet DG rel: 0; TRPC4 inh: inactive; KCNQ1 block: 8*; KCNQ1 pot: inactive; Dyrk1A ADPGlo: -3; PolyA inh: inactive; KCNK9 block: inactive; TRPC4 potent: 26*; TRPC4 act: inactive; KCNK3 inh: inactive

How did COc1ccc(/C=N/NC(=O)c2cccc(OC(F)(F)C(F)F)c2)cc1O do in these assays?
hERG protect: -7; Platelet DG rel: 15; TRPC4 inh: inactive; KCNQ1 block: inactive; KCNQ1 pot: inactive; Dyrk1A ADPGlo: -5; PolyA inh: inactive; KCNK9 block: inactive; TRPC4 potent: inactive; TRPC4 act: inactive; KCNK3 inh: inactive

How did COC(=O)c1ccc(NS(=O)(=O)c2ccc(-c3cc(C)no3)s2)cc1 do in these assays?
hERG protect: -6; Platelet DG rel: -5; TRPC4 inh: inactive; KCNQ1 block: inactive; KCNQ1 pot: inactive; PolyA inh: inactive; KCNK9 block: inactive; TRPC4 potent: inactive; TRPC4 act: inactive; KCNK3 inh: inactive

How did O=C(O)/C=C/C(=O)Nc1ccc(-n2ccc(C(F)(F)F)n2)cc1 do in these assays?
hERG protect: -3; Platelet DG rel: -3; TRPC4 inh: inactive; KCNQ1 block: inactive; KCNQ1 pot: inactive; Dyrk1A ADPGlo: 0; PolyA inh: inactive; KCNK9 block: inactive; TRPC4 potent: inactive; TRPC4 act: inactive; KCNK3 inh: inactive

How did O=C(NC1CCCC1)c1ccc(CS(=O)(=O)c2ccc(Cl)cc2)o1 do in these assays?
hERG protect: -6; Platelet DG rel: 5; TRPC4 inh: inactive; KCNQ1 block: inactive; KCNQ1 pot: inactive; Dyrk1A ADPGlo: 2; PolyA inh: inactive; KCNK9 block: inactive; TRPC4 potent: inactive; TRPC4 act: inactive; KCNK3 inh: inactive

How did COc1ccc(CNC(=O)COC(=O)Cc2ccsc2)cc1 do in these assays?
hERG protect: -7; Platelet DG rel: -1; TRPC4 inh: inactive; KCNQ1 block: inactive; KCNQ1 pot: inactive; Dyrk1A ADPGlo: -4; PolyA inh: inactive; KCNK9 block: inactive; TRPC4 potent: inactive; TRPC4 act: inactive; KCNK3 inh: inactive

Results for CC(C)Sc1nnc(CNC(=O)C23CC4CC(CC(C4)C2)C3)n1C1CCCCC1 ?
hERG protect: -9; Platelet DG rel: 1; TRPC4 inh: inactive; KCNQ1 block: inactive; KCNQ1 pot: inactive; Dyrk1A ADPGlo: 4; PolyA inh: inactive; KCNK9 block: inactive; TRPC4 potent: inactive; TRPC4 act: inactive; KCNK3 inh: inactive

What do the screens show for `CCOC(=O)c1c(C)[nH]c(C(=O)N/N=C/c2ccc(OC)c(OC)c2)c1C`?
hERG protect: -15; Platelet DG rel: 5; TRPC4 inh: inactive; KCNQ1 block: inactive; KCNQ1 pot: inactive; Dyrk1A ADPGlo: -4; PolyA inh: inactive; KCNK9 block: inactive; TRPC4 potent: inactive; TRPC4 act: inactive; KCNK3 inh: inactive

What do the screens show for `O=C(Nc1ccc(N2CCOCC2)c(Cl)c1)c1ccc(-n2cnnc2)cc1`?
hERG protect: -3; Platelet DG rel: -14; TRPC4 inh: inactive; KCNQ1 block: inactive; KCNQ1 pot: inactive; Dyrk1A ADPGlo: 3; PolyA inh: inactive; KCNK9 block: inactive; TRPC4 potent: inactive; TRPC4 act: inactive; KCNK3 inh: inactive

What do the screens show for `COc1ccc(N2CCN(C(=O)CN(c3cccc(Br)c3)S(C)(=O)=O)CC2)cc1`?
hERG protect: -8; Platelet DG rel: 21; TRPC4 inh: inactive; KCNQ1 block: inactive; KCNQ1 pot: inactive; Dyrk1A ADPGlo: 1; PolyA inh: inactive; KCNK9 block: inactive; TRPC4 potent: inactive; TRPC4 act: inactive; KCNK3 inh: inactive

What do the screens show for `N#Cc1cc(N)ccc1Sc1ccccc1`?
hERG protect: -16; Platelet DG rel: -5; TRPC4 inh: inactive; KCNQ1 block: inactive; KCNQ1 pot: inactive; Dyrk1A ADPGlo: -1; PolyA inh: inactive; KCNK9 block: inactive; TRPC4 potent: inactive; TRPC4 act: inactive; KCNK3 inh: inactive

What do the screens show for `CCCCN1C(=O)NC(NC(=O)C2CC2)(C(F)(F)F)C1=O` (stereo not given)?
hERG protect: -12; Platelet DG rel: 3; TRPC4 inh: inactive; KCNQ1 block: inactive; KCNQ1 pot: inactive; Dyrk1A ADPGlo: -4; PolyA inh: inactive; KCNK9 block: inactive; TRPC4 potent: inactive; TRPC4 act: inactive; KCNK3 inh: inactive

How did Cc1ccc(S(=O)(=O)NCCc2nnc3ccc(SCc4cccnc4)nn23)cc1 do in these assays?
hERG protect: -10; Platelet DG rel: -2; TRPC4 inh: inactive; KCNQ1 block: inactive; KCNQ1 pot: inactive; Dyrk1A ADPGlo: -3; PolyA inh: inactive; KCNK9 block: inactive; TRPC4 potent: inactive; TRPC4 act: inactive; KCNK3 inh: inactive

Screening results deposited in PubChem by several laboratories.

A portion of the library; count on the stated rates, not on these rows.
